# Screens: PubChem BioAssay, several laboratories
# KOR beta-arrestin-1: kappa opioid receptor blockers – cell-based, luminescence, uHTS (AID 1778); KOR beta-arrestin recruitment, luminescence, antagonist mode; higher % means a stronger effect; inhibition, % at 10 µM, or IC50 in µM where a hit was titrated; 290,000 tested, 0.091% active; in the data active means inhibition above about 50%; further: strong numbers were not always called active
# GPR35 arrestin U2OS: GPR35 antagonists blocking zaprinast-driven arrestin recruitment, primary screen, imaging, U2OS, beta-arrestin-GFP, zaprinast agonist (AID 2058). U2OS GPR35 beta-arrestin-GFP translocation imaging, zaprinast antagonism; higher % means a stronger effect. inhibition, % at 10 µM, or IC50 in µM where a hit was titrated. 290,000 tested, 0.052% active;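 active means inhibition of at least 50% with at least 30 cells and total cytoplasm GFP at most 10,000,000; inconclusive means under 30 cells or total GFP of 10,000,000 plus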
# NOD1 NF-kB reporter: inhibition of NOD1-driven NF-kB reporter – cell-based, luminescence, uHTS, primary screen (AID 1578); NOD1-driven NF-kB luciferase reporter cells, luminescence; higher % means a stronger effect; inhibition, % at 4 µM; hits with a dose series show EC50 in µM; 290,000 tested, 1% active; in the data active means inhibition mostly above about 36%, no sharp cut-off; inactive means mostly below about 34%;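 further: HEK-293T reporter cells stimulated with the NOD1 agonist gamma-tri-DAP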
# GPR55 LPI antagonism: GPR55 antagonists blocking LPI-driven arrestin recruitment, primary screen, imaging, U2OS, beta-arrestin-GFP, LPI agonist (AID 2013) | 290,000 tested, 0.13% active | one-dose inhibition, % at 10 µM; IC50 in µM for titrated hits | U2OS GPR55 beta-arrestin-GFP translocation imaging, LPI antagonism; higher % means a stronger effect;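 active means spots per cell inhibited over 60%, with over 100 cells counted and total cytoplasm intensity under 500,000; inconclusive means wells with under 100 cells, flagged as likely toxic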;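 further: U2OS cells stably carrying GPR55 and arrestin-GFP stimulated by 5 µM LPI near EC80; imaged beta-arrestin-GFP aggregate spots per cell after agonist stimulation; plate controls were LPI-stimulated DMSO wells for no effect and DMSO wells without LPI for full effect; some results filed as inactive read as strong as hits; confirmed hits need IC50 under 10 µM and bright autofluorescent wells are also inconclusive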
# KOR beta-arrestin-2: KOR agonists, beta-arrestin recruitment, primary screen, cell-based, luminescence, uHTS (AID 1777); KOR beta-arrestin recruitment, luminescence; higher % means a stronger effect; one-dose activation, % at 10 µM; EC50 in µM for titrated hits; 280,000 tested, 0.02% active; in the data active means activation above about 50%, passing the limit was not always enough; further: a part of the inactive calls stands beside numbers as strong as those of hits
# NTR1 ag: agonists of NTR1, primary screen, imaging, U2OS cells, beta-arrestin-GFP, high content (AID 493036); activation, % at 20 µM; P30989; NTR1-U2OS beta-arrestin-GFP spot imaging, agonist mode; 330,000 tested, 0.17% active;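 active means activation at or above 40% of the spot to cytoplasm intensity ratio, with at least 20 cells analyzed; inconclusive means wells under 20 cells, flagged as cytotoxic or low count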;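 further: 0% = DMSO without peptide and 100% = 100 nM NTR1 peptide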
# Target sequence (P30989 whole entry, looked up): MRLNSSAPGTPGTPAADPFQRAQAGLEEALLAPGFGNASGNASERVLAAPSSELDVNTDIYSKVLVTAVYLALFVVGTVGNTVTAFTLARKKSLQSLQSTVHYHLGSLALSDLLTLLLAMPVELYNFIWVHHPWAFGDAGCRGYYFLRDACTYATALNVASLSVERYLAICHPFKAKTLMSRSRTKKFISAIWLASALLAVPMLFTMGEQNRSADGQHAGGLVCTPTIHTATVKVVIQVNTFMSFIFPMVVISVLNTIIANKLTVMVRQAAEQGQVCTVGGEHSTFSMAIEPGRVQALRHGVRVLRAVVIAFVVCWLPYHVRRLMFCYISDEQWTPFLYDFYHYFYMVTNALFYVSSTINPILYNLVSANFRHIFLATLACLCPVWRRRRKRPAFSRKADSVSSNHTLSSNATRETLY
# MgcRacGAP inhibition: MgcRacGAP GTPase-activating activity inhibitors, confirmation, biochemical, ADP Hunter fluorescence | MgcRacGAP-stimulated Rac1 GTP hydrolysis, ADP Hunter fluorescence; higher % means a stronger effect; GST-tagged Rac1 F28L mutant substrate | one-dose inhibition, % at 30 µM; IC50 in µM for titrated hits | 340,000 tested, 0.6% active | AID 624330;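 active means first-screen hits whose inhibition reached a set limit at any dose in the follow-up dose series; inconclusive means inhibition above the set first-screen limit but never retested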;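 further: fluorescence reports GDP produced by GAP-driven GTP hydrolysis; strong numbers were not always called active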
# GPR55 activation: GPR55 agonists via beta-arrestin recruitment, primary screen, imaging, U2OS cells, beta-arrestin-GFP redistribution (AID 1961); U2OS GPR55 beta-arrestin-GFP redistribution imaging; higher % means a stronger effect; activation, % at 10 µM; hits with a dose series show EC50 in µM; 290,000 tested, 0.048% active;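 active means activation above 40% with more than 50 cells counted in the well; inconclusive means wells holding fewer than 50 cells, flagged as toxic or sparse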;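 further: U2OS osteosarcoma cells stably expressing GPR55 and beta-arrestin-GFP; plate controls were DMSO negative control for no effect and LPI positive control for full effect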
# K1F lysis inhibition: inhibition of K1F phage lysis, E. coli UTI89, bacterial capsule biogenesis inhibitors, alamar blue (AID 488966); inhibition, % at 100 µM; hits with a dose series show IC50 in µM; 340,000 tested, 0.02% active; E. coli UTI89 K1F phage lysis, alamar blue, 2 h; higher % means a stronger effect;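 active means phage lysis inhibition, versus mean bacterial control, above a set limit; inconclusive means no clear call, values can overlap the other calls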;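 further: capsule biogenesis inhibitors block K1F phage lysis so surviving cells raise fluorescence; higher fluorescence means more inhibition of phage lysis; actives were called in the ten point dose series up to 300 µM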
# NTR1 ag cell count 20 µM: recorded beside NTR1 ag, whose call it bears; cell count; measured here: cell count, cytotoxicity flag
# * marks the source's active call; other numbers are inactive results; ? = inconclusive; · = no result given; [ ] = remark or other dose.
no.	Molecule	KOR beta-arrestin-1	GPR35 arrestin U2OS	NOD1 NF-kB reporter	GPR55 LPI antagonism	KOR beta-arrestin-2	NTR1 ag	NTR1 ag cell count 20 µM	MgcRacGAP inhibition	GPR55 activation	K1F lysis inhibition
1	CC(=O)Nc1cccc(C(=O)N/N=C/c2ccccc2F)c1	-5.3%	3.5%	2.6%	-1.6%	16.4%	1.9	86	9.3%	0.3%	0.1%
2	CC(C)(C)N1CC(C(=O)Nc2ccc(S(N)(=O)=O)cc2)CC1=O (stereo not given)	-17.9%	-2.5%	55.1%	2.0%	-1.8%	1.6	58	1.1%	0.2%	-0.1%
3	Oc1c(/C=N/Nc2cccc3cccnc23)ccc2ccccc12	-12.0%	-17.2%	-41.5%	2.7%	-1.4%	1.4	52	8.0%	0.4%	-0.3%
4	CN(C)CCCNC(=O)c1cc(S(=O)(=O)N2CCOCC2)ccc1F	-23.8%	10.7%	16.5%	0.7%	·	-3.3	77	8.4%	0.2%	0.4%
5	CC(C)(CNS(=O)(=O)c1ccc(Cl)cc1)N1CCCCC1	-13.5%	18.3%	10.7%	19.4%	-0.3%	0.5	55	2.9%	-0.3%	4.7%
6	COc1ccc(CC(=O)Nc2ccccc2N2CCOCC2)cc1OC	13.7%	1.4%	-16.0%	4.8%	-7.5%	2.7	33	-5.2%	-0.4%	-1.0%
7	COc1ccc(C(C#N)N2CCC(c3ccccc3)=N2)cc1 (stereo not given)	-8.6%	1.9%	-0.1%	3.3%	-3.1%	0.7	80	-0.7%	-0.3%	-0.1%
8	COCCCNC(=O)Cn1cnc2sc(C)c(S(=O)(=O)N3CCN(c4ccccc4OC)CC3)c2c1=O	-17.5%	-7.7%	2.1%	6.1%	0.9%	0.1	49	8.7%	0.8%	0.1%
9	O=C(N[C@@H](c1ccccc1)[C@@H]1C[C@H]1C(=O)O)OCc1ccccc1	20.7%	10.2%	-0.7%	2.4%	-2.2%	-0.8	45	5.5%	-0.1%	1.6%
10	Cc1cccc(NC(=O)c2oc(=O)c3ccccc3c2-c2ccccc2)c1C	-25.4%	-11.2%	29.4%	-2.8%	5.8%	3.2	46	6.4%	-0.1%	1.0%[50 µM]
11	CC(=O)Nc1ccc(S(=O)(=O)N(C)CC(=O)N/N=C/c2ccncc2)cc1	-7.3%	4.0%	40.3%	-0.2%	7.4%	-0.6	45	5.5%	-0.2%	0.5%
12	COC(=O)c1ccc(NC(=O)c2ccc(N(C)S(C)(=O)=O)cc2)cc1	-29.3%	0.3%	-3.6%	9.4%	-2.9%	0.2	52	4.8%	-0.2%	1.8%
13	CCOCC(=O)Nc1ccc(OCc2ccccc2)cc1	-22.6%[20 µM]	14.2%	-28.3%	-5.6%	-6.0%	-0.8	86	4.3%	-0.1%	0.2%
14	COc1ccc(/C=C/C(=O)NC(=S)Nc2ccc(S(=O)(=O)Nc3cc(C)on3)cc2)cc1	-26.5%	9.9%	-17.5%	3.4%	-2.3%	0.3	52	9.4%	-0.2%	0.0%
15	O=S(=O)(c1ccc(S(=O)(=O)N2CCCC2)cc1)N1CCCCC1	-72.9%	14.1%	-11.7%	-6.0%	9.6%	4.6	26	·	-0.1%	·
16	Cc1cccc(NC(=S)Nc2cccc3ccccc23)c1	-19.5%	-5.2%	16.7%	-8.2%	2.7%	1.9	66	2.1%	-0.1%	0.1%
17	Clc1ccc(Oc2cnc3ccccc3n2)cc1	-19.6%	7.3%	22.7%	-8.0%	3.2%	-3.0	94	8.0%	-0.1%	0.5%
18	CCC(=O)Nc1sc(C(=O)Nc2ccccc2F)c(C)c1C(=O)OC	-36.3%[20 µM]	-3.4%	-78.2%	11.6%	·	4.8	85	-21.8%	0.1%	0.0%
19	Cc1ccccc1C(=O)c1cccn1CC(=O)N1CCCCC1	-41.0%	-1.8%	-16.4%	-5.6%	-1.7%	0.1	60	10.4%	0.5%	0.2%
20	CNc1ccc(Br)cc(C(=O)/C=C/c2cccc(Cl)c2Cl)c1=O	-1.3%	-9.8%	0.1%	14.3%	4.7%	·	·	31.1%	-0.2%	-0.8%
21	C/C(CC(=O)Nc1ccc(OCc2ccccc2)cc1)=N\NC(=O)C(=O)Nc1ccccc1C	-32.4%	-5.7%	0.8%	-7.4%	5.3%	0.5	58	20.0%	-0.3%	0.0%
22	CC1Cc2ccccc2N1C(=O)CN1CCC(C(N)=O)CC1 (stereo not given)	-6.5%	?	-21.6%	6.8%	-0.6%	-1.0	53	4.8%	0.0%	0.2%
23	CCOC(=O)c1c(CN(C)C)oc2cc(CN(C)C)c(O)c(CSc3ccccc3)c12	-24.7%	-3.9%	-8.4%	2.0%	-8.3%	-1.0	46	5.8%	1.6%	4.3%
24	O=C(Nc1ccncc1)C1c2ccccc2Oc2ccccc21	-43.8%	15.9%	-14.6%	9.7%	-4.6%	0.0	61	5.1%	-0.1%	0.3%
25	O=C(CNS(=O)(=O)c1ccc(Br)s1)NCc1ccc2c(c1)OCO2	-12.7%	-9.2%	-30.1%	-5.0%	1.4%	-2.4	44	1.0%	-0.1%	1.1%
26	CCC1CN(C(=O)N2CCC(C(=O)NCCc3ccccc3OC)CC2)c2ccccc2O1 (stereo not given)	-34.6%	7.1%	-21.7%	14.2%	0.7%	0.9	55	12.5%	-0.2%	0.1%
27	CC1(C)CC(=O)C(C=NCCN2CCNC2=O)=C(O)C1	20.2%	3.1%	-33.5%	5.9%	0.0%	1.8	71	6.7%	0.2%	1.9%[50 µM]
28	CCOc1ccc2nc(N(CCCN(C)C)C(=O)c3ccc(C(=O)c4ccccc4)cc3)sc2c1	-8.0%	9.1%	-34.8%	24.4%	1.6%	8.0	66	1.0%	-0.1%	1.4%[50 µM]
29	O=C(Nc1cc([N+](=O)[O-])ccc1F)c1cccs1	11.6%	6.9%	-19.4%	-0.2%	8.1%	2.2	47	9.9%	-0.2%	-1.2%
30	Nc1c(C(=O)NCc2ccco2)nnn1Cc1ccccc1	-3.9%	-1.3%	-10.1%	6.3%	0.4%	0.0	67	0.8%	0.1%	0.2%
31	Cn1c(=O)n(C)c2cc(S(=O)(=O)Nc3ccccc3C(=O)O)ccc21	8.3%	3.3%	-6.8%	-6.5%	-3.5%	-1.2	68	8.0%	0.7%	0.3%
32	O=C(COc1ccc(-c2ccccc2)cc1)N1CCN(S(=O)(=O)Cc2ccccc2)CC1	-84.8%	-5.2%	-21.5%	-17.2%	189.9%	6.5	89	-2.0%	0.2%	7.0%
33	O=C(Nc1cccc([N+](=O)[O-])c1)Nc1ccc(Cl)cn1	-16.0%	-17.6%	-18.3%	12.4%	-3.1%	0.5	31	5.1%	-0.8%	-0.3%
34	O=C(CSc1nncn1-c1ccccc1)NCc1cccs1	12.0%	9.2%	-1.2%	4.5%	-8.6%	2.2	43	8.2%	-0.1%	0.1%
35	COc1cccc(-n2cc(-c3ccc(F)cc3)[nH]c2=S)c1	16.1%	14.4%	-13.4%	0.5%	3.2%	-0.9	43	7.3%	-0.1%	0.1%
36	COc1ccc(Nc2nc(N)nc(CSc3nc(C)cc(C)n3)n2)cc1	-48.2%[20 µM]	0.9%	-9.8%	-4.9%	·	2.4	38	5.0%	0.5%	-0.1%
37	O=C(c1ccncc1)N1CCN(c2ccc(F)cc2)CC1	-30.9%	-6.6%	-13.4%	-7.4%	3.0%	-4.9	93	8.1%	0.3%	1.2%
38	CCOC(=O)c1c(NC(=O)/C=C/C(=O)O)sc(C)c1-c1ccc(F)cc1	-15.6%	-13.7%	13.5%	-1.4%	1.6%	0.2	44	6.6%	0.2%	0.3%
39	COc1ccc(CNS(=O)(=O)c2ccc3c(c2)NC(=O)CS3)cc1	1.7%	3.5%	11.6%	4.0%	10.2%	1.8	68	11.3%	0.2%	0.3%
40	COc1ccc(C(=O)N/C(=C\c2cc(OC)c(OC)cc2[N+](=O)[O-])C(=O)NCC(=O)O)cc1	-67.7%[20 µM]	-2.9%	-21.0%	6.0%	·	2.2	52	5.3%	-0.1%	0.3%

# Ordered by SMILES length (ascending): four of the compounds above
no.	Molecule	KOR beta-arrestin-1	GPR35 arrestin U2OS	NOD1 NF-kB reporter	GPR55 LPI antagonism	KOR beta-arrestin-2	NTR1 ag	NTR1 ag cell count 20 µM	MgcRacGAP inhibition	GPR55 activation	K1F lysis inhibition
30	Nc1c(C(=O)NCc2ccco2)nnn1Cc1ccccc1	-3.9%	-1.3%	-10.1%	6.3%	0.4%	0.0	67	0.8%	0.1%	0.2%
33	O=C(Nc1cccc([N+](=O)[O-])c1)Nc1ccc(Cl)cn1	-16.0%	-17.6%	-18.3%	12.4%	-3.1%	0.5	31	5.1%	-0.8%	-0.3%
31	Cn1c(=O)n(C)c2cc(S(=O)(=O)Nc3ccccc3C(=O)O)ccc21	8.3%	3.3%	-6.8%	-6.5%	-3.5%	-1.2	68	8.0%	0.7%	0.3%
21	C/C(CC(=O)Nc1ccc(OCc2ccccc2)cc1)=N\NC(=O)C(=O)Nc1ccccc1C	-32.4%	-5.7%	0.8%	-7.4%	5.3%	0.5	58	20.0%	-0.3%	0.0%

# (continued)
no.	Molecule	KOR beta-arrestin-1	GPR35 arrestin U2OS	NOD1 NF-kB reporter	GPR55 LPI antagonism	KOR beta-arrestin-2	NTR1 ag	NTR1 ag cell count 20 µM	MgcRacGAP inhibition	GPR55 activation	K1F lysis inhibition
41	Cc1ccc(S(=O)(=O)Nc2ccc(O)c3ncccc23)cc1	-28.8%	4.1%	-28.3%	1.9%	-2.9%	-1.0	61	13.8%	0.2%	0.2%
42	CCCCOC(=O)c1ccc(NC(=O)COC(=O)CSc2nc(C)cc(C)n2)cc1	-12.0%	12.7%	-18.7%	5.4%	4.2%	2.6	63	4.9%	-0.4%	-0.5%
43	NC(=O)c1ccc(NC(=S)NCc2ccco2)cc1	-18.0%	-6.2%	-19.6%	1.2%	-1.1%	-0.2	44	8.8%	0.1%	0.7%
44	O=C(CCCCCN1C(=O)CCC1=O)NCc1ccccc1	-41.9%	16.0%	-1.8%	-8.3%	-4.8%	0.5	46	5.6%	0.6%	0.3%
45	Cc1cc(=O)oc2cc(OCC(=O)NC3CCN(Cc4ccccc4)CC3)ccc12	4.6%	-7.5%	-21.3%	2.8%	-1.8%	1.9	59	-2.0%	-0.2%	0.1%

# Some of the compounds tested, so the mix of outcomes need not match the whole.
